Source: PubChem BioAssay (several laboratories)
NOD1 NF-kB reporter – NOD1 signaling inhibitors, primary screen, cell-based, luminescence, uHTS (AID 1578); NOD1-driven NF-kB luciferase reporter cells, luminescence; higher % means a stronger effect; inhibition, % at 4 µM, or EC50 in µM where a hit was titrated; 290,000 compounds, 1% hits; in the data active means inhibition mostly above about 36%, no sharp cut-off; inactive means mostly below about 34%;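 further: HEK-293T reporter cells stimulated with the NOD1 agonist gamma-tri-DAP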
KOR beta-arrestin-1 – KOR agonists, beta-arrestin recruitment, primary screen, cell-based, luminescence, uHTS (AID 1777); 280,000 compounds, 0.02% hits; KOR beta-arrestin recruitment, luminescence; higher % means a stronger effect; Kappa-type opioid receptor (Homo sapiens); one-dose activation, % at 10 µM; EC50 in µM for titrated hits; in the data active means activation above about 50%, passing the limit was not always enough; further: a part of the inactive calls stands beside numbers as strong as those of hits
West Nile virus CPE – West Nile virus antiviral activity, cell-based, CPE readout (AID 1621). West Nile virus-infected cells, CPE inhibition; higher % means a stronger effect. CPE inhibition, % at 10 µM, or IC50 in µM where a hit was titrated. 290,000 compounds, 0.02% hits; in the data active means a potency from the dose series; inconclusive means CPE inhibition mostly from about 3.7% at the one dose, without a potency; inactive means the rest, 99 in 100 with CPE inhibition below about 2.2%; further: strong numbers were not always called active
Dengue-2 NS5 capping – Dengue-2 NS5 methyltransferase inhibitors, primary screen, biochemical, confirmation dose response (AID 588689); Dengue-2 NS5 methyltransferase capping enzyme assay, biochemical; higher % means a stronger effect; inhibition, % at 25 µM, or IC50 in µM where a hit was titrated; 340,000 compounds, 0.3% hits; in the data active means a potency from the dose series; inconclusive means inhibition above about 29% without an active follow-up result
AID2073 – inhibitors of Mint1-CaV2.2 protein interaction, biochemical, HTRF (AID 2073); Voltage-dependent N-type calcium channel subunit alpha-1B (Homo sapiens); HTRF protein-protein interaction, Mint1-CaV2.2; higher % means a stronger effect; one-dose inhibition, % at 20 µM; IC50 in µM for titrated hits; 290,000 compounds, 0.19% hits; in the data active means inhibition mostly above about 51%, no sharp cut-off; inconclusive means no clear call, values can overlap the other calls; inactive means mostly below about 53%; further: some results filed as inactive read as strong as hits
Yfh1-off respiration – enhancers of respiration in Yfh1-depleted yeast, dose response, Friedreich's ataxia, plus single-dose screen (AID 1465); one-dose fold induction at 50 µM; EC50 in µM for titrated hits; S. cerevisiae Yfh1-off respiration, WST-1 reduction, 72 h; higher fold induction means a stronger effect; 220,000 compounds, 0.074% hits;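 active means fold induction of absorbance versus untreated yeast above a set limit, then at least 30% activation at any dose in follow-up; inconclusive means repeats straddling the limit, or above it without dose testing; inactive means fold induction below the set limit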;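 further: activators that raise dye reduction in frataxin-depleted yeast; strong numbers were not always called active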
KOR beta-arrestin-2 – KOR antagonists, beta-arrestin recruitment, cell-based, luminescence, uHTS (AID 1778). KOR beta-arrestin recruitment, luminescence, antagonist mode; higher % means a stronger effect. inhibition, % at 10 µM; hits with a dose series show IC50 in µM. 290,000 compounds, 0.091% hits; further: strong numbers were not always called active
HIV fusion peptide – inhibitors of HIV fusion peptide binding, primary screen, biochemical, uHTS, fluorescence dequenching (AID 1986); one-dose inhibition, % at 20 µM; IC50 in µM for titrated hits; 290,000 compounds, 0.3% hits; cell-free peptide binding, fluorescence dequenching, 30 min; higher % means a stronger effect; in the data active means inhibition mostly above about 52%, no sharp cut-off; inactive means mostly below about 76%; further: some results filed as inactive read as strong as hits
HEK293 NOD2/NF-kB – NOD2 signaling inhibitors, cell-based, luminescence, uHTS, HEK293 (AID 1566); HEK293 NOD2/NF-kB luciferase reporter, luminescence; higher % means a stronger effect; one-dose inhibition, % at 4 µM; EC50 in µM for titrated hits; 290,000 compounds, 0.63% hits; further: many of its hits are not listed in these tables
Dengue-2 NS5 capping pilot replicate – recorded beside Dengue-2 NS5 capping, whose call it bears; inhibition, %; measured here: pilot screen replicate inhibition
* marks the source's active call; other numbers are inactive results; i = inactive; ? = inconclusive; . = not tested or not shown; [ ] = another dose, or the depositor's remark. Unless noted, no stated cut-off is given here; in the data, active means inhibition above about 50%; inactive means the rest. The list is partial; the hit share may differ from the screen's.

Start of the listing, in advance (three entries):
SMILES | NOD1 NF-kB reporter | KOR beta-arrestin-1 | West Nile virus CPE | Dengue-2 NS5 capping | AID2073 | Yfh1-off respiration | KOR beta-arrestin-2 | HIV fusion peptide | HEK293 NOD2/NF-kB | others
CCC(NC(=O)CCc1c(C)c2cc3c(-c4ccccc4)coc3cc2oc1=O)C(=O)O (configuration not stated) | -6% | -0.1% | 0.3% | 1% | 19% | . | -17% | 8.8% | 7%
c1csc(-c2ccn[nH]2)c1 | -14% | 2.4% | 0.1% | -1% | 6% | i | -16% | -0.2% | -11%
Cc1ccc(-c2cc(-c3ccc(F)cc3)c(C#N)c(N)n2)o1 | -4% | 0.4% | -0.8% | -15% | 9% | i | -9% | 27% | 18%

Main list, repeating the preview:
SMILES | NOD1 NF-kB reporter | KOR beta-arrestin-1 | West Nile virus CPE | Dengue-2 NS5 capping | AID2073 | Yfh1-off respiration | KOR beta-arrestin-2 | HIV fusion peptide | HEK293 NOD2/NF-kB | others
CCC(NC(=O)CCc1c(C)c2cc3c(-c4ccccc4)coc3cc2oc1=O)C(=O)O (configuration not stated) | -6% | -0.1% | 0.3% | 1% | 19% | . | -17% | 8.8% | 7%
c1csc(-c2ccn[nH]2)c1 | -14% | 2.4% | 0.1% | -1% | 6% | i | -16% | -0.2% | -11%
Cc1ccc(-c2cc(-c3ccc(F)cc3)c(C#N)c(N)n2)o1 | -4% | 0.4% | -0.8% | -15% | 9% | i | -9% | 27% | 18%
CC(=O)Nc1ccc(C(=O)OCc2ccc(Cl)c(Cl)c2)cc1 | -8% | 11% | -0.3% | -4% | -3% | i | -3% | -3.5% | 17%
C/C(=N\O)C(=O)NCCN1CCCCC1 | -14% | -3.6% | -0.3% | -4% | -3% | i | -30% | 0.1% | -6%
CC1CCN(S(=O)(=O)c2ccc3c(c2)CC(C)N3C(=O)C2CCC2)CC1 (configuration not stated) | 21% | -1.3% | -1.4% | 2% | 12% | . | -4% | -1.7% | 17%
C#CCOCCOCCOCCNc1nc(N2CCN(C(=O)[C@H]([C@@H](C)CC)n3cc([C@@H](N)CO)nn3)CC2)nc(N2CCN(C(=O)[C@H]([C@@H](C)CC)n3cc([C@@H](N)CO)nn3)CC2)n1 | 6% | 5.8% | -0.1% | . | 5% | i | 18% | -0.3% | 9%
CC1CC(C)CN(C(=O)c2ccc(S(=O)(=O)N3CCCCC3)cc2)C1 (configuration not stated) | -32% | 1.4% | -1.5% | -2% | -5% | . | 0% | 0.7% | 13%
CC1(C(=O)O)Cc2ccccc2C(=O)O1 (configuration not stated) | -8% | -15% | 0.2% | -2% | 9% | i | 12% | 0.2% | -11%
Cc1cccc(Oc2nc3ccccn3c(=O)c2/C=C(\C#N)C(=O)NC2CCS(=O)(=O)C2)c1C (configuration not stated) | -29% | -1.6% | -1.7% | -3% | 6% | . | -45% | 0.7% | -17%
COc1ccc(CNc2nc(NCc3ccc(OC)cc3)n(C(=O)c3ccccc3[N+](=O)[O-])n2)cc1 | -20% | 2.6% | -0.8% | -1% | -20% | i | -10% | -0.7% | -4%
COc1ccccc1NC(=O)NCCCN1CCN(c2cccc(Cl)c2)CC1 | -31% | -4.5% | -0.3% | -4% | 0% | i | -5% | -0.7% | -21%
N#Cc1c(NC(=O)c2ccccc2Cl)n(Cc2ccccc2)c2nc3ccccc3nc12 | 84%* | 11% | -1.1% | -3% | 16% | i | 11% | 42% | 33%
O=C1CN(S(=O)(=O)c2cc(C(=O)O)ccc2Cl)c2ccccc2N1 | 2% | 5.2% | 0.4% | -17% | 40% | . | -16% | 2.6% | -1%
COc1ccc(OCC(=O)N2c3ccc(C)cc3C3CN(C)CCC32)cc1 (configuration not stated) | -27% | . | 0.0% | -3% | -11% | i | . | 1.9% | 7%
CN(C)c1nc(N)nc(CSc2nc3cc(Cl)ccc3o2)n1 | -41% | -5.5% | -0.2% | -5% | 13% | i | 10% | 15% | -46%
O=C(NCC1CC1)c1ccc2c3n(nc2c1)-c1ccccc1CO3 | -9% | -0.1% | -0.2% | -1% | 4% | i | 0% | -1.7% | -152%
CCC(OCC(O)CN1CCN(CCN2C(=O)c3cccc4cccc(c34)C2=O)CC1)c1ccccc1 (configuration not stated) | 27% | 5.0% | -1.8% | -4% | 2% | i | -33% | 0.9% | -4%
O=C(CSc1nnc(-c2ccccc2F)o1)N1CCCC1 | 6% | -1.1% | -0.1% | 1% | 2% | . | -27% | 3.8% | -22%
O=S(=O)(NCc1ccc2c(c1)OCO2)c1ccc2c(c1)oc1ccccc12 | -16% | 9.5% | -0.3% | -6% | -2% | i | 6% | -2.6% | -18%
CC(C)[C@H](NC(=O)c1c(F)cccc1F)C(=O)N1CCN(c2ccc(F)cc2)CC1 | -7% | 0.7% | -1.7% | -2% | -11% | . | -22% | -0.9% | 0%
CC(NCC(O)COc1ccccc1)C1COc2ccccc2O1 (configuration not stated) | -5% | -1.1% | -1.3% | -8% | -4% | . | 24% | -1.1% | -8%
O=C(N/N=C/C=C/c1cccc([N+](=O)[O-])c1)c1ccncc1 | -13% | 0.1% | 0.0% | -6% | 4% | i | -22% | -0.8% | 0%
Fc1ccc(COc2cccc(-c3n[nH]c(=S)o3)c2)cc1 | 23% | -4.8% | 1.8% | 18% | 8% | i | 0% | 7.6% | -15%
O=C(NC1CCN(Cc2ccccc2)CC1)C(NS(=O)(=O)c1cccc2nsnc12)c1ccccc1 (configuration not stated) | -18% | 6.5% | -0.6% | -1% | 0% | i | 0% | -1.2% | -8%
CCc1c(O)nc(SCC(=O)NCc2ccco2)[nH]c1=O | -14% | -4.7% | 0.1% | 8% | -1% | i | 30% | -2.1% | 9%
COc1ccc(C(=O)Nn2c(SCC(=O)NCc3ccco3)nc3ccccc3c2=O)cc1 | 0% | 8.3% | -0.5% | -3% | 6% | i | -41% | 5.5% | 19%
C=CCc1ccccc1OCC(O)CN1CCN(c2ccc(OC)cc2)CC1 (configuration not stated) | -15% | 1.4% | -1.5% | -5% | -5% | i | -4% | -1.2% | 18% | Dengue-2 NS5 capping pilot replicate=0.5
O=C(NCc1ccc(F)cc1)N1CCN(S(=O)(=O)c2ccccc2F)CC1 | -20% | -2.8% | -0.5% | -3% | 1% | . | 17% | 0.1% | 10%
O=S(=O)(Nc1ccc(N2CCOCC2)cc1)c1ccccc1 | -8% | 2.9% | 0.5% | 1% | -7% | i | 9% | -3.1% | -11%
Cc1cc(N2CCN(C)CC2)nc2ccc(NC(=S)N3CCCCC3)cc12 | 8% | 5.5% | 0.6% | -7% | -24% | i | -10% | -2.8% | -6%
O=C(NNC(=O)C1C2C=CC(C2)C1C(=O)O)c1cc(Cl)ccc1O (configuration not stated) | -23% | 1.7% | 0.3% | -4% | 15% | . | 5% | 9.8% | 6%
O=c1oc2ccccc2c(N2CCCCC2)c1CN1CCCC1 | -36% | -1.5% | 0.4% | -10% | 1% | i | 18% | 12% | 3%
COc1ccc(-c2ccc(NS(=O)(=O)c3cc([N+](=O)[O-])c(C)c([N+](=O)[O-])c3)cc2)nn1 | -17% | -3.4% | 0.5% | 0% | ? | . | -22% | 12% | 20%
CN1CCN(S(=O)C23CC4CC(CC(C4)C2)C3)CC1 (configuration not stated) | -36% | -3.6% | 0.6% | 4% | 0% | i | 15% | 0.2% | -12%
CC(=O)Nc1ccc(S(=O)(=O)NCC(=O)OCC(=O)NC(=O)C2CCCCC2)cc1 | -28% | 0.7% | -0.1% | 0% | -1% | i | -18% | 4.2% | 7%
O=c1cc(CN2CCN(S(=O)(=O)c3ccc4ccccc4c3)CC2)nc2sccn12 | -25% | 0.3% | -0.7% | -2% | 2% | i | 3% | 3.2% | 8%
Cc1nn2c(=O)cc(CSCC(=O)Nc3ccccc3Cl)nc2s1 | -21% | -1.8% | 0.1% | -2% | 4% | . | -2% | -1.0% | -9%
COc1ccc(-c2oc3cc(O)c(OC)c(O)c3c(=O)c2OC)cc1 | 7% | 0.7% | 3.2% | 0% | 11% | i | 2% | -0.6% | 11%
Cc1cc(OC(=O)c2ccc(OC(C)C)cc2)c([N+](=O)[O-])c(=O)[nH]1 | 2% | 0.1% | 0.4% | 1% | 7% | . | 27% | -0.5% | 16%
CC(C)c1nnc(NC(=O)Cn2nc(-c3ccc4c(c3)OCCO4)ccc2=O)s1 | -5% | 3.2% | 0.5% | 4% | 19% | i | -6% | 0.0% | 10%
COc1ccc(Nc2cnn(-c3nc4ccccc4s3)c(=O)c2Cl)cc1 | -12% | 3.3% | -0.9% | -6% | -4% | i | -1% | -2.4% | -23%
NC(=O)C1CCN(CCC(=O)Nc2ccc(Br)cc2)CC1 | 18% | 9.6% | -0.3% | 2% | -13% | i | 9% | 2.5% | 16% | Dengue-2 NS5 capping pilot replicate=3.6
O=C(NCc1ccco1)C1CCCN1S(=O)(=O)c1ccc2ccccc2c1 (configuration not stated) | 0% | -5.1% | -1.1% | -4% | 1% | i | 15% | 35% | 10%
O=C(O)c1ccccc1C(=O)NCc1c(Cl)cccc1Sc1ccc(Cl)cc1 | -10% | -0.2% | 1.9% | 12% | 8% | . | -4% | 1.2% | 34%
Cc1cccc(NC(=O)Cc2coc3ccc4ccccc4c23)n1 | 21% | 9.2% | -0.7% | -2% | 6% | i | -36% | 2.5% | -52%
COc1ccc(CNC(=O)Cn2cc([N+](=O)[O-])nc2C)cc1 | -19% | 2.2% | -0.5% | -5% | 1% | i | 2% | 0.1% | 1%
Cc1[nH]c(C)c(S(=O)(=O)N(C)Cc2ccccc2)c1C(=O)N1CCCCC1 | -28% | -0.6% | -0.6% | -14% | 0% | . | -12% | -1.7% | 5%
COc1ccc(/C=N/N2CCOCC2)cc1Cn1nc(C)c([N+](=O)[O-])c1C | -1% | 1.0% | 0.2% | 5% | -2% | i | 24% | -1.6% | 6%
Cc1cccc(N(C(=O)Cn2nnc(-c3ccc(F)cc3)n2)C(C(=O)NC(C)(C)C)c2ccncc2)c1 (configuration not stated) | -29% | . | -1.6% | -12% | -2% | i | -3%[20 µM] | -1.6% | 15%
O=C(C1COc2ccccc2O1)N1CCN(c2ccccc2Cl)CC1 (configuration not stated) | 6% | -3.4% | -0.8% | 1% | 4% | i | 20% | -0.9% | -4%
CC1Cc2cc(S(=O)(=O)N3CCCCC3)ccc2N1C(=O)C1CCC1 (configuration not stated) | -17% | -1.1% | -0.4% | -11% | -2% | . | -24% | 0.4% | 16%
O=C(NCCCn1ccnc1)c1ccc(Br)c(S(=O)(=O)N2CCOCC2)c1 | 8% | -1.5% | 0.2% | -11% | -1% | i | 30% | -0.5% | 11%
